Screening results deposited in PubChem BioAssay by Broad Institute.
miR-122 sensor: blocks miR-122 activity in Huh7 sensor cells. AID 602342. 340,000 tested, 0.3% active. Huh7 miR-122 Renilla luciferase sensor, 48 h; neutral wells = 0, positive control = 100. activation (reporter increase), % at 12.5 µM;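 active = mean replicate activation score at least 90 and every replicate individually at or above 90; inconclusive = only one of the two criteria met; inactive = neither criterion met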;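 note: higher luciferase means less miR-122 activity so hits act as miR-122 inhibitors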
FN deposition inh: fibronectin deposition inhibition. AH1F fibroblasts, Alexa488-fibronectin deposition fluorescence, overnight. inhibition, % at 12.6 µM. 350,000 tested, 0.086% active. AID 743247;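 active = mean inhibition across replicates of 30% or more, regardless of how many single replicates reach that level; inconclusive = mean under 30% yet at least half of replicates reach 30%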;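 note: positive control wells lacked labelled fibronectin entirely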
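Material: AH1F fibroblast monolayer depositing Alexa488-labelled fibronectin into matrix | Input: 10000 AH1F cells/well | Medium: DMEM plus 2% serum, read in PBS | Reagent: Alexa488-fibronectin, 24 nM final in well | Compound dosing: One dose per compound, pinned | Schedule: 1 h adhesion, overnight exposure | Measured by: Fluorescence at 485 nm excitation, 525 nm emission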
DENV2 CPE rescue: DENV2-induced cell death inhibition. 350,000 tested, 1.7% active. AID 651640. DENV2-infected cells, cytopathic effect rescue, plate reader. CPE inhibition, % at 9.99 µM; in the data active = CPE inhibition above about 20%, passing the limit was not always enough; inconclusive = no clear call, values can overlap the other calls; tested in BHK-21 cells;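 note: 0% = median of neutral control wells and 100% = median of positive control wells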
INS-1E GSIS act: primary screen for activators of insulin secretion dependent on glucose, INS-1E cells, GLuc reporter luminescence; INS-1E GLuc reporter insulin secretion, 2-3 h; activation, % at 16.6 µM; 370,000 tested, 0.61% active; AID 743287;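 active = lowest replicate activation of at least 40%, so every replicate reaches that level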;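 note: 0% = median of neutral control wells and 100% = median of IBMX positive control wells; some compounds called inactive have numbers as strong as hits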
EWS-Fli inh: inhibitors of EWS/Fli oncoprotein transcriptional activity | inhibition, % at 12.6 µM | 350,000 tested, 0.67% active | AID 651661 | A673 NR0B1-luciferase reporter, viability-normalised;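 active = mean inhibition of at least 50% after viability correction, with every replicate also passing that limit; inconclusive = mean reaches 50% but only one of two replicates passes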;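 note: firefly luciferase signal divided by Alamar Blue viability fluorescence both relative to DMSO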
PAX8 inh HTS: lowers PAX8-driven luciferase in RMG-I cells; inhibition, % at 12.6 µM; RMG-I TPO-luciferase reporter, SteadyGlo, 24 h; AID 652154; 360,000 tested, 1.2% active;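 active = mean replicate inhibition at least 60% with every replicate also reaching 60%; inconclusive = only one of the two criteria is met; inactive = mean below 60% and not all replicates reaching 60%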;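 note: luciferase light reporting Pax8 driven TPO promoter activity; plate controls were median of neutral control wells for no effect and mitoxantrone controls for full effect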
F508del corr: correctors of CFTR F508del function in bronchial epithelial cells. CFBE cells, YFP halide quenching; stimulated with forskolin plus potentiator P3; % fluorescence drop versus neutral controls. activity (quench increase), % at 7.58 µM. 350,000 tested, 0.36% active. AID 720511;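 active = mean added fluorescence quench of at least 8% versus neutral control, with both replicates also reaching 8%; inconclusive = only one of the mean or replicate conditions met; inactive = mean below 8% and not both replicates reaching 8%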;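 note: cells transiently co-express mutant CFTR-F508del with the halide-sensitive YFP; corrector assay measuring rescue of mutant channel to the surface after 24 h compound exposure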
* = called active by the depositor; u = inconclusive; x = no result given; & = joins results of further samples; [ ] = dose if it differs, or a comment.

SMILES | miR-122 sensor | FN deposition inh | DENV2 CPE rescue | INS-1E GSIS act | EWS-Fli inh | PAX8 inh HTS | F508del corr
C[C@@H]1CN([C@H](C)CO)C(=O)Cc2cc(NC(=O)Cc3ccccc3)ccc2O[C@@H]1CN(C)Cc1ccc(Cl)c(Cl)c1 | 2[16.7 µM] | x | 88* | -35 | -2 | -1 | 4.4
COc1cccc(Nc2nc3ccc(OC)cc3s2)c1 | x | -1 | -7 | -21 | -97 | -184 | 2.7
COc1ccc(/C=C\c2nc(O)c([N+](=O)[O-])c(=O)[nH]2)cc1O | -3 | 1 | 8 | -2 | -7 | -35 | 1.9
C[C@@H]1CCCCO[C@H](CN(C)Cc2ccccc2)[C@H](C)CN([C@H](C)CO)C(=O)c2cc(NC(=O)Cc3ccccc3)ccc2O1 | 7[16.7 µM] | -4 | 9 | -20 | 21 | 39 | 2.4
COc1ccc(CNC(=O)C(C)N(C)Cc2cccc(F)c2)cc1 (stereo not drawn) | 9 | -3 | 13 | 19 | 1 | 4 | 1.3
O=C(CNC(=O)c1ccco1)NCC(=O)OCc1ccc(Cl)cc1Cl | 1 | 2 | -2 | 0 | -2 | -23 | 2.5
COc1cc(C(=O)NCC2CCCN2S(=O)(=O)c2cccs2)cc(OC)c1OC (stereo not drawn) | x | -6 | -6 | -7 | 0 | -4 | -0.9
CCOC(=O)c1[nH]c(C)c(C(=O)OCC(=O)NCc2ccc(OC)c(OC)c2)c1C | -6 | 2 | 4 | 16 | 2 | -5 | 0.9
C[C@@H]1CN([C@@H](C)CO)C(=O)c2cc(NC(=O)C3CCCCC3)ccc2O[C@@H](C)CCCCO[C@@H]1CN(C)C(=O)Nc1ccc(F)cc1 | -3[16.7 µM] | x | -4 | -1 | -4 | -4 | -1.4
Cc1cc(C)cc(NS(=O)(=O)c2cc(C(=O)NCc3ccccn3)ccc2Cl)c1 | 88 | 3 | 2 | -25 | x | -23 | x
COC(=O)Cn1c(=O)c(C(=O)CCl)c(N)n(Cc2ccccc2)c1=O | 11 | -1 | 6 | 24 | u | 63* | -3.7
COc1ccccc1N1CCN(C(=O)CCC(=O)O)CC1 | -6 | -1 | 7 | -8 | 3 | 24 | -0.9

Ordered by value in F508del corr (rising): some entries from above.
SMILES	F508del corr
COC(=O)Cn1c(=O)c(C(=O)CCl)c(N)n(Cc2ccccc2)c1=O	-3.7
C[C@@H]1CN([C@@H](C)CO)C(=O)c2cc(NC(=O)C3CCCCC3)ccc2O[C@@H](C)CCCCO[C@@H]1CN(C)C(=O)Nc1ccc(F)cc1	-1.4
COc1cc(C(=O)NCC2CCCN2S(=O)(=O)c2cccs2)cc(OC)c1OC (stereo not drawn)	-0.9

Next part
SMILES | miR-122 sensor | FN deposition inh | DENV2 CPE rescue | INS-1E GSIS act | EWS-Fli inh | PAX8 inh HTS | F508del corr
CC(C(=O)N1CCN(c2ccccc2F)CC1)c1ccc([N+](=O)[O-])cc1 (stereo not drawn) | -6 | -3 | u | -31 | -3 | 9 | -3.1
CC(C)c1nnc(NC(=O)C2CCCN2C(=O)Nc2ccc(F)cc2)s1 (stereo not drawn) | 0 | 1 | 11 | 2 | -8 | -14 | 1.5
CCCOc1ccc(C(=O)NC2CCSc3ccccc32)cc1 (stereo not drawn) | 3 | 1 | 0 | -6 | -16 | 6 | 1.8
N#C[C@@H]1[C@H](c2ccccc2C2=CCCC2)[C@@H](CO)N1C(=O)Cc1ccncc1 | x | 5 | 15 | -8 | 12 | 13 | 2.5
COCC#Cc1ccc([C@@H]2[C@@H](CO)N3CCCCN(S(=O)(=O)c4ccccc4F)C[C@H]23)cc1 | -7[16.7 µM] | x | -14 | x | 14 | 4 | 1.7
CC1CCCC(C)N1S(=O)(=O)c1ccc(NC(=O)CNC2CCCC2)cc1 (stereo not drawn) | -4 | 0 | 3 | -5 | -3 | 17 | -1.5
CCOC(=O)C1(C)CCCCCN1C(=O)c1ccc(OC)cc1 (stereo not drawn) | -7 | -12 | 1 | 1 | -5 | 1 | 3.0
O=C(Nc1ccc(F)cc1)N1C[C@@H]2[C@H](c3ccccc31)[C@@H](CO)N2C(=O)Cc1cccnc1 | -4[16.7 µM] | x | u | 1 | -3 | -12 | 5.6
COC(=O)[C@]1(C)CCC[C@@]2(C)C3CC[C@]4(OC(C)=O)C[C@@]3(CCC21)CC4=O (stereo partly drawn) | x | 7 | -3 | 0 | 11 | -3 | 0.6
COc1ccc(NC(=O)N2CC(=O)N3[C@H](C2)[C@@H](c2ccc(/C=C/c4ccccc4)cc2)[C@@H]3CO)cc1 | x | x | 7 | 0 | -7 | -23 | 1.0
CCn1c(/N=C/c2ccccc2O)nc2ccccc21 | 4 | 4 | 6 | 2 | -65 | 11 | 0.7
CCOc1ccc(N(Cc2cc3cc(C)ccc3[nH]c2=O)S(=O)(=O)c2ccccc2)cc1 | 0 | x | 1 | -4 | 8 | 7 | -0.2
C[C@H](CO)N1C[C@H](C)[C@H](CN(C)Cc2cccc(F)c2)Oc2ncc(Br)cc2C1=O | 16 | -5&7 | -6&-4&-7 | 19 | -2&1&4 | 0 | 0.1&2.6&0.9
COc1ccc(OC)c(CCNC(=O)C(C)n2nc(C)c3c(C)n(-c4ccccc4)nc3c2=O)c1 (stereo not drawn) | -5 | -5 | 8 | 10 | 8 | 19 | -2.4
CCCN(CCC)c1nc(N(CCC)CCC)[nH]c(=O)n1 | 17 | 8 | x | -6 | 11 | 0 | 0.2
Cc1noc(C)c1S(=O)(=O)Nc1ccc2c(c1)CC(=O)N([C@H](C)CO)C[C@H](C)[C@H](CN(C)C(=O)Nc1ccc3c(c1)OCO3)O2 | 4[16.7 µM] | x | -7 | 7 | -5 | 10 | -0.3
COC(=O)c1ccc(C23CC4(C2)[C@H](CN(C)[C@@H]4c2ccccc2)C3c2ccccc2)cc1 (stereo partly drawn) | -2 | 2 | -1 | -40 | 10 | -8 | -3.7
COc1ccc(S(=O)(=O)N(C)C[C@@H]2Oc3ccc(NS(=O)(=O)c4ccc(C)cc4)cc3C(=O)N([C@H](C)CO)C[C@H]2C)cc1 | x | x | 3 | 7 | -7 | -2 | -2.9
O=C(NC1CCc2ccccc21)c1cc(COc2ccc(F)cc2Cl)on1 (stereo not drawn) | -2 | -9 | 0 | -11 | 1 | 5 | -4.1
O=C(CN1CCOCC1)N[C@@H]1CC[C@H](CCNS(=O)(=O)c2ccccc2F)O[C@H]1CO | -8[16.7 µM] | -16 | 28* | -5 | 2 | -1 | -0.9
COc1ccc(C(=O)NCCN2CCCC2)cc1[N+](=O)[O-] | -4 | -3 | -9 | -7 | 7 | 6 | -0.4

Of the compounds above, these contain a nitro group on carbon:
SMILES | miR-122 sensor | FN deposition inh | DENV2 CPE rescue | INS-1E GSIS act | EWS-Fli inh | PAX8 inh HTS | F508del corr
COc1ccc(/C=C\c2nc(O)c([N+](=O)[O-])c(=O)[nH]2)cc1O | -3 | 1 | 8 | -2 | -7 | -35 | 1.9
CC(C(=O)N1CCN(c2ccccc2F)CC1)c1ccc([N+](=O)[O-])cc1 (stereo not drawn) | -6 | -3 | u | -31 | -3 | 9 | -3.1
COc1ccc(C(=O)NCCN2CCCC2)cc1[N+](=O)[O-] | -4 | -3 | -9 | -7 | 7 | 6 | -0.4

Grouped by structure: the entries above with a Cl atom
SMILES | miR-122 sensor | FN deposition inh | DENV2 CPE rescue | INS-1E GSIS act | EWS-Fli inh | PAX8 inh HTS | F508del corr
C[C@@H]1CN([C@H](C)CO)C(=O)Cc2cc(NC(=O)Cc3ccccc3)ccc2O[C@@H]1CN(C)Cc1ccc(Cl)c(Cl)c1 | 2[16.7 µM] | x | 88* | -35 | -2 | -1 | 4.4
O=C(CNC(=O)c1ccco1)NCC(=O)OCc1ccc(Cl)cc1Cl | 1 | 2 | -2 | 0 | -2 | -23 | 2.5
Cc1cc(C)cc(NS(=O)(=O)c2cc(C(=O)NCc3ccccn3)ccc2Cl)c1 | 88 | 3 | 2 | -25 | x | -23 | x
COC(=O)Cn1c(=O)c(C(=O)CCl)c(N)n(Cc2ccccc2)c1=O | 11 | -1 | 6 | 24 | u | 63* | -3.7
O=C(NC1CCc2ccccc21)c1cc(COc2ccc(F)cc2Cl)on1 (stereo not drawn) | -2 | -9 | 0 | -11 | 1 | 5 | -4.1
